# Bioassay records (PubChem)
# SENP8 block-1 – inhibitors of human SENP8 protease; Q96LD8; recombinant SENP8, Nedd8 substrate fluorescence; inhibition, % at 20 µM; 360,000 tested, 0.64% active; AID 602440; in the data active means inhibition mostly above about 40%, no sharp cut-off; inactive means mostly below about 27%
# Target sequence (Q96LD8 whole entry, looked up): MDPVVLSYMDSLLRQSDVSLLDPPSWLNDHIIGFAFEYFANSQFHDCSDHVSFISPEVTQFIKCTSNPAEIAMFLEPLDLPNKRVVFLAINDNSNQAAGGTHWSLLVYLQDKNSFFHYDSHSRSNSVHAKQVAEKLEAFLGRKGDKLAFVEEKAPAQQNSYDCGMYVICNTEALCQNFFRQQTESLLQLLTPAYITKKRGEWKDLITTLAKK
# HKDC1 inh – blocks human hexokinase HKDC1 activity | 340,000 tested, 0.16% active | Q2TB90 | inhibition, % at 20 µM | recombinant HKDC1, G6PDH/diaphorase resazurin coupled fluorescence;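 active means inhibition above about 35% when tested at 20 µM, limit read from the data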;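 further: plate controls were DMSO wells with enzyme for no effect and DMSO wells lacking enzyme for full effect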
#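 System: Recombinant HKDC1 hexokinase | Amount: HKDC1 at 5 µg/mL | Reagent: Glucose with 1 mM ATP | Doses: Single 20 µM dose | Incubation: Reaction time 90 min, room temperature, protected from light | Signal: Coupled resazurin fluorescence, excitation 525 nm, emission 613 nm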
# SENP7 inh – SENP7 protease inhibition; 330,000 tested, 1.5% active; Q9BQF6; recombinant SENP7, Z-RLRGG-aminoluciferin luminescence, 40 min; inhibition, % at 5 µM; AID 434973;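 active means inhibition above about 50% at the single test dose, limit read from the data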;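 further: plate controls were DMSO with enzyme for no effect and no enzyme buffer wells for full effect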
# Target sequence (Q9BQF6 706-1050 limits assumed): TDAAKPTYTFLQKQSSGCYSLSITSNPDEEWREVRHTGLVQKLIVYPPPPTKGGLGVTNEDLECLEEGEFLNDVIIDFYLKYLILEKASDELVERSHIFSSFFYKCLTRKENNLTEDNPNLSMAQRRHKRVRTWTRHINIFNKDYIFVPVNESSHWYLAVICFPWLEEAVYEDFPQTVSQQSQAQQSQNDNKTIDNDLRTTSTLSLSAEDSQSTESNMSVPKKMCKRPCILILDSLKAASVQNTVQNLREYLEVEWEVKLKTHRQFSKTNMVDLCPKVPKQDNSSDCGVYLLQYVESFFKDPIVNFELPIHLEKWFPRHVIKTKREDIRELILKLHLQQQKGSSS
# SENP6 block – blocks the human protease SENP6; Recombinant SENP6 catalytic domain, aminoluciferin luminescence; AID 2599; Q9GZR1; inhibition, % at 10 µM; 330,000 tested, 1.8% active;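 active means inhibition above about 50% at the single tested dose, limit read from the data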;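 further: plate controls were DMSO wells with enzyme for no effect and DMSO wells lacking enzyme for full effect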
# beta cell repl – induces beta-cell replication in MIN6 cells; MIN6 cells proliferation, ATPlite luminescence, 48 h; cells starved in 0.2% serum; 100% = growth in 10% serum; proliferation, % at 10 µM; AID 2380; 330,000 tested, 0.29% active;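 active means compounds whose signal lies at least 3.5 SD above the mean of all wells on their plate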;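 further: 0% = DMSO-treated cells in low-serum medium and 100% = 10% serum control; some compounds called inactive have numbers as strong as hits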
# SENP1 inh – inhibitors of human SENP1 SUMO protease catalytic domain | AID 624204 | recombinant SENP1 catalytic domain, CyPet-SUMO1-YPet FRET cleavage | inhibition, % at 10 µM | 360,000 tested, 0.21% active | Q9P0U3;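 active means inhibition at least 30% at 10 µM, raw YFP signal under a set limit, fluorescence ratio 0.5 to 1.5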;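 further: 0% = enzyme with DMSO and 100% = no enzyme wells; some results filed as inactive read as strong as hits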
# Target sequence (Q9P0U3 419-644 limits assumed): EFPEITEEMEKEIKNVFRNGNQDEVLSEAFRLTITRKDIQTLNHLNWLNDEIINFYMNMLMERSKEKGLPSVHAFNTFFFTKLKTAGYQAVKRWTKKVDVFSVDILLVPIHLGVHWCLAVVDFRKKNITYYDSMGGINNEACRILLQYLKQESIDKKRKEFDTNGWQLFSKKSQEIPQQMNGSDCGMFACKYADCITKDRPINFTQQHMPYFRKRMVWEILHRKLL
#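 material = recombinant human SENP1 catalytic domain, His6-tagged | quantity = 20 pM enzyme | reagent = 25 nM SUMO1 FRET substrate | compound dosing = 10 µM single point, 0.5% DMSO | timing = 50 min enzyme reaction, room temperature, light-protected | detection = FRET, CFP and YFP emission | control set = no-enzyme low, enzyme-DMSO high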
# SENP8 block-2 – blocks the human protease SENP8 | purified SENP8, Z-RLRGG-aminoluciferin cleavage, luminescence | inhibition, % at 10 µM | 330,000 tested, 1.2% active | AID 2540; in the data active means inhibition above about 50%
# PfGluPho inh – PfG6PD (Plasmodium falciparum) enzyme inhibition; PfGluPho enzyme, NADPH resazurin-diaphorase fluorescence; inhibition, % at 20 µM; 350,000 tested, 0.78% active; AID 504690;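 active means inhibition reaching at least a set limit at 20 µM in the primary screen, cut at about 59% in these data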;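 further: 0% = DMSO wells with substrate and 100% = DMSO wells lacking glucose-6-phosphate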
# UBC13 polyUb – human UBC13 polyubiquitination inhibition | AID 485273 | UBC13 polyubiquitin chain formation, TR-FRET | 330,000 tested, 0.47% active | inhibition, % at 20 µM; in the data active means inhibition above about 45%, passing the limit was not always enough
# Target sequence (P61088 whole entry, looked up): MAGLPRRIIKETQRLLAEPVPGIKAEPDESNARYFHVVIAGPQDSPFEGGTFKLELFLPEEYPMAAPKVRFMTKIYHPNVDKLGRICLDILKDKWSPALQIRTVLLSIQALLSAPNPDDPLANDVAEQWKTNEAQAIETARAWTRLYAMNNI
# Active calls of the source: *; nt = no result given. This is a random part of the collection; about 4% have a hit in one of these screens.
# Each structure is followed by: SENP8 block-1	HKDC1 inh	SENP7 inh	SENP6 block	beta cell repl	SENP1 inh	SENP8 block-2	PfGluPho inh	UBC13 polyUb
CCCC(=O)N=c1sc2cccc(F)c2n1C
→ 16	1	-6	-6	0	-1	0	4	3
COc1ccc(-c2nnc3ccc(SCC(=O)Nc4nc5ccc(C)cc5s4)nn23)cc1OC
→ -26	-7	-3	-24	1	0	-11	-10	16
COc1cc(OC)c(C(=O)CCC(=O)O)cc1OC
→ -1	-10	-2	-11	0	5	-5	-6	-2
Cn1c(SCC(=O)NNC(=O)c2ccccc2O)nnc1-c1ccccc1
→ -34	-24	9	2	-3	2	-6	-57	6
COc1cc(-c2cc(C(F)(F)F)n3ncc(C(=O)O)c3n2)cc(OC)c1OC
→ -33	-6	-3	-1	4	-2	-4	-16	-2
COC(=O)CN1C(=O)COc2ccc(S(=O)(=O)NCc3ccc(F)cc3)cc21
→ 14	1	-18	7	0	0	-1	10	-6
COCCNC(=S)N(CCc1c(C)[nH]c2ccc(Cl)cc12)Cc1cccs1
→ 9	-1	6	4	-6	-2	-2	10	11
CCOC(=O)/C(C)=N/NC(=O)c1cccc([N+](=O)[O-])c1
→ 7	-8	-12	-2	2	-1	-8	10	-16
O=C1CN(C(=O)CSc2nnc3ccccn23)c2ccccc2N1
→ -5	8	8	4	0	1	-3	9	-4
CCN(CC)S(=O)(=O)c1ccc(NC(=O)COC(=O)c2ccc(NC(=O)CC#N)cc2)cc1
→ -7	-6	-1	5	-2	-10	5	-1	-2
CN1CCC=C(C(=O)N2c3ccccc3Sc3ccc(Cl)cc32)C1
→ 11	-7	-5	-35	-1	2	-6	19	19
CCCCS/C(N)=N/N=C/c1cc(C)ccc1O
→ 11	4	-6	-20	-4	-1	-9	-15	5
O=C(Cc1ccccc1)Nc1cc(Cl)ccc1Sc1ccccc1
→ 10	-3	3	-7	-5	3	-5	-5	6
O=C(O)c1ccccc1C(=O)c1cccs1
→ 12	-6	-6	-3	-2	0	-1	-1	-8
Cc1cc(=O)oc2cc(NC(=O)c3ccccc3C(=O)O)ccc12
→ -289	-5	-3	1	-3	-2	-3	2	1
Cc1cc(NC(=O)CSc2nnc(Nc3ccccc3F)s2)no1
→ 3	-7	-4	-6	-2	-6	-2	0	4
Cc1c(NS(=O)(=O)CC23CCC(CC2=O)C3(C)C)c(=O)n(-c2ccccc2)n1C (stereo not drawn)
→ 13	-3	7	4	0	4	-2	-8	2
CC1=C(SCc2ccccc2)C(=O)c2ccccc2C1=O
→ 40	44*	nt	nt	nt	6	nt	105*	nt
CCc1cccc(NC(=O)CCNS(=O)(=O)c2ccc3[nH]c(=O)oc3c2)c1
→ 19	-3	4	-7	8	1	-7	9	3
COc1cc2cc(C)c(Br)c(OC)c2cc1OC
→ 10	7	nt	nt	nt	2	nt	25	nt
Cc1[nH]c(=S)sc1Cc1ccc(F)cc1
→ 14	-2	4	5	-1	0	0	42	7
O=C(CCc1ccccc1)Nc1cc2c3c(c1)CC(=O)N3CCC2
→ 3	-3	-14	-9	0	0	-3	9	2
CCN1CCN(c2ccc(S(=O)(=O)N3CCOCC3)cc2NC(=O)c2ccccc2SC)CC1
→ 8	1	-1	-1	-2	2	-3	-13	4
Cc1cc(N2CCN(c3ccc(F)cc3)CC2)n2ncnc2n1
→ 16	-1	2	-16	0	4	9	-2	3
COc1cc(/C=N/N2CCN(Cc3ccc(Cl)cc3)CC2)cc(Br)c1O
→ 10	3	-3	-5	-2	2	-4	9	-8
Cc1ccc(NCCC(=O)c2cccs2)cc1C
→ -3	5	-2	-7	-6	-21	1	10	-3
Cc1ccccc1C(=O)NC(C)C1CC2CCC1C2 (stereo not drawn)
→ -1	-4	-3	-22	-3	0	0	6	-2
O=C(C1CCN(S(=O)(=O)c2cccc3nsnc23)CC1)N1CCCCC1
→ 5	1	-10	7	-1	0	4	-2	1
CCc1ccc(S(=O)(=O)Nc2ccccn2)cc1
→ -91	-5	11	15	-1	3	-3	-4	-8
Nc1nonc1-c1noc(COc2ccccc2Cl)n1
→ 28	4	28	35	-3	-79	8	2	-5
C(=C\c1ccccc1)/CNn1cnnc1
→ 8	-1	-2	0	-3	0	-2	-2	5
COc1ccc(NC(=O)C(=S)NC2CCCCC2)cc1
→ 9	-3	21	0	-3	-1	0	31	7
Cc1cc(OCC(=O)Nc2cc(C(C)(C)C)on2)ccc1[N+](=O)[O-]
→ 20	-5	-7	9	-1	2	-3	3	3
CC(OC(=O)C1COc2ccccc2O1)C(=O)N(C)c1ccccc1 (stereo not drawn)
→ 8	-6	4	4	2	3	-2	-9	-4
CC(C)=C1C(=O)NN(c2cccc(Cl)c2)C1=O
→ -3	-11	5	-3	-2	-2	-9	-9	-2
CCC(C)NC(=O)C1CCN(C(=O)N(C)C)CC1 (stereo not drawn)
→ 15	-8	102*	5	-3	1	-5	-26	0
COc1ccc(C(=O)CSc2nnc(Cc3ccccc3)o2)cc1
→ 10	6	60*	-38	-3	2	-9	1	-3
Cc1nccn1CC(=O)O
→ nt	3	-17	-4	-2	nt	-7	1	-4
CCCCOCCCNC(=O)N[C@H](C(=O)O)C(C)CC (stereo partly drawn)
→ 10	-8	5	-1	-1	0	1	-6	19
COc1ccc(OC)c2[nH]c(C(=O)O)cc12
→ -63	-4	2	-1	1	2	3	-1	10

# 14 entries already listed, ordered by molecular weight, highest first.
# Each structure is followed by: SENP8 block-1	HKDC1 inh	SENP7 inh	SENP6 block	beta cell repl	SENP1 inh	SENP8 block-2	PfGluPho inh	UBC13 polyUb
O=C(C1CCN(S(=O)(=O)c2cccc3nsnc23)CC1)N1CCCCC1
→ 5	1	-10	7	-1	0	4	-2	1
Cc1cc(OCC(=O)Nc2cc(C(C)(C)C)on2)ccc1[N+](=O)[O-]
→ 20	-5	-7	9	-1	2	-3	3	3
O=C(CCc1ccccc1)Nc1cc2c3c(c1)CC(=O)N3CCC2
→ 3	-3	-14	-9	0	0	-3	9	2
Cc1cc(N2CCN(c3ccc(F)cc3)CC2)n2ncnc2n1
→ 16	-1	2	-16	0	4	9	-2	3
Nc1nonc1-c1noc(COc2ccccc2Cl)n1
→ 28	4	28	35	-3	-79	8	2	-5
CCCCOCCCNC(=O)N[C@H](C(=O)O)C(C)CC (stereo partly drawn)
→ 10	-8	5	-1	-1	0	1	-6	19
CCc1ccc(S(=O)(=O)Nc2ccccn2)cc1
→ -91	-5	11	15	-1	3	-3	-4	-8
Cc1ccc(NCCC(=O)c2cccs2)cc1C
→ -3	5	-2	-7	-6	-21	1	10	-3
CCC(C)NC(=O)C1CCN(C(=O)N(C)C)CC1 (stereo not drawn)
→ 15	-8	102*	5	-3	1	-5	-26	0
CC(C)=C1C(=O)NN(c2cccc(Cl)c2)C1=O
→ -3	-11	5	-3	-2	-2	-9	-9	-2
Cc1[nH]c(=S)sc1Cc1ccc(F)cc1
→ 14	-2	4	5	-1	0	0	42	7
COc1ccc(OC)c2[nH]c(C(=O)O)cc12
→ -63	-4	2	-1	1	2	3	-1	10
C(=C\c1ccccc1)/CNn1cnnc1
→ 8	-1	-2	0	-3	0	-2	-2	5
Cc1nccn1CC(=O)O
→ nt	3	-17	-4	-2	nt	-7	1	-4

# (listing goes on)
# Each structure is followed by: SENP8 block-1	HKDC1 inh	SENP7 inh	SENP6 block	beta cell repl	SENP1 inh	SENP8 block-2	PfGluPho inh	UBC13 polyUb
CC(C)CCn1c(SCC(=O)Nc2ccccc2C(F)(F)F)nc2nccnc2c1=O
→ 18	0	5	8	-4	2	3	4	-13
O=C(NC1CCCCC1)C1CC(=O)N(CCc2ccccc2)C1 (stereo not drawn)
→ 17	-14	-7	-1	-1	1	-3	-5	4
CCOc1ccc(-c2nc(N)nc(C)c2-c2ccc(OC)c(OC)c2)c(O)c1
→ -1	-2	0	9	-1	-6	-9	-1	-6
CC(C)CN1CCN(Cc2ccc(CN3CCCCC3)s2)CC1CCO (stereo not drawn)
→ 13	-7	-7	-6	-2	-1	5	5	1
Cc1cc(C(=O)COC(=O)CCc2nc3ccccc3s2)c(C)n1C
→ 1	5	-11	-16	1	2	-5	0	-14
Fc1ccc(CSc2ccc(-c3cccs3)nn2)cc1
→ 15	-12	12	-18	-1	3	-14	18	-4
COc1ccc(/C=C2\SC(=S)N(CCCC(=O)Nc3ccc(C(=O)O)cc3)C2=O)cc1OC
→ 22	4	-10	-7	2	-6	-13	-4	-21
CC(=O)Nc1ccc(S(=O)(=O)N2CCC(N3CCCCC3)CC2)cc1
→ 16	-3	-3	-4	0	0	-11	-26	-5
C[C@H](CO)N1C[C@H](C)[C@@H](CN(C)CC2CCCCC2)Oc2ccc(NC(=O)CCN3CCOCC3)cc2C1=O
→ -84	-4	9	-5	0	-1	-2	4	10
CCc1ccc(-c2cc(C)no2)cc1S(=O)(=O)Nc1cccc(CN2CCCC2)c1
→ 16	-4	0	4	-2	3	2	-6	5
CC1CC(C)CN(C(=O)CSc2ncnc3sccc23)C1 (stereo not drawn)
→ -18	10	-12	6	4	-20	-10	27	0
COC(=O)c1cc(NC(=O)CSc2ncn[nH]2)ccc1Cl
→ -17	1	-2	-9	-2	1	-6	9	0
O=C(NCc1ccco1)C1CC(c2ccc(Cl)cc2)=NO1 (stereo not drawn)
→ 11	-13	-9	-14	-4	3	-11	3	-4
O=C(CSc1ncnc2c1oc1ccccc12)Nc1nccs1
→ 1	2	0	5	0	-4	6	8	-9
COC(=O)Cc1c(C)c2ccc(OCC(=O)N(C)C)cc2oc1=O
→ -352	-16	-4	-3	-2	2	-2	-3	3
CN(C)c1ccc(CNc2ncn[nH]2)cc1
→ 5	1	-2	-4	-1	2	0	-6	2
O=C(NCc1ccco1)c1ccc(CS(=O)Cc2cccc(Cl)c2)o1 (stereo not drawn)
→ 19	-4	-3	-2	1	0	-2	0	1
CC(C)CN(C(=O)c1cccc(Cl)c1)c1c(N)n(CC(C)C)c(=O)[nH]c1=O
→ 8	0	2	-4	-1	-2	7	-12	7
COc1ccc(C(CCN2CCCCC2)c2c(OC)cc(OC)c3c(-c4ccccc4)cc(=O)oc23)cc1 (stereo not drawn)
→ -155	-1	-4	-15	-8	-1	1	3	68*
COc1ccc(S(=O)(=O)N2CCOCC2)cc1NC(=O)c1cccc2c(=O)c(C)c(-c3ccccc3)oc12
→ 0	0	-4	-5	-2	-1	0	3	30
Cc1ccc(C)c(N2N=C(C(=O)Nc3nccs3)CCC2=O)c1
→ 12	-1	4	17	-3	1	1	5	-8
COc1ccc(S(=O)(=O)N2CCC(C(=O)NC3CC3)CC2)cc1OC
→ -2	-8	-3	-4	-1	1	3	3	-4
CN(CCOc1ccc(Cl)cc1)C(=O)C1=CC=CN2CCS(=O)(=O)N=C12
→ -220	-5	4	-4	-2	-1	-1	0	3

# 2 of these compounds in a different format.
COc1ccc(S(=O)(=O)N2CCOCC2)cc1NC(=O)c1cccc2c(=O)c(C)c(-c3ccccc3)oc12
- SENP8 block-1: 0
- HKDC1 inh: 0
- SENP7 inh: -4
- SENP6 block: -5
- beta cell repl: -2
- SENP1 inh: -1
- SENP8 block-2: 0
- PfGluPho inh: 3
- UBC13 polyUb: 30
Cc1ccc(C)c(N2N=C(C(=O)Nc3nccs3)CCC2=O)c1
- SENP8 block-1: 12
- HKDC1 inh: -1
- SENP7 inh: 4
- SENP6 block: 17
- beta cell repl: -3
- SENP1 inh: 1
- SENP8 block-2: 1
- PfGluPho inh: 5
- UBC13 polyUb: -8
